Bioassay records deposited in PubChem BioAssay by National Center for Advancing Translational Sciences (NCATS).
D1 potentiator – Potentiators of Human D1 Dopamine Receptor: qHTS | D(1A) dopamine receptor (Homo sapiens), P21728 | HEK293 TREx D1 cells, calcium flux, dopamine EC20 potentiation | potentiation, % at 10 µM | 360,000 compounds, 0.036% hits; in the data active = potentiation above about 30%; also: 0% is about no effect
Vif-APOBEC3F blk – qHTS for Inhibitors of Vif-A3F Interactions: qHTS; Potency, µM (series often up to 46.1 µM), without a hit: at the highest dose activity, negative = active; AID 602313, 2012; HeLa A3F-eYFP + Vif (tagged APOBEC3F with the HIV-1 protein that degrades it), YFP fluorescence increase; 390,000 compounds, 0.2% hits; also: potency is read from the fitted curve at half-maximal effect; % of control where 0% means no effect; nearly all actives have a fitted effect of over 65% in size
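Fluorescence increase (Ex 488/Em 500-530) after overnight compound treatment at 37 deg C flags inhibition of Vif-driven A3F-eYFP loss in stable HeLa A3F-eYFP/Vif cells seeded overnight beforehand.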
RXFP1 ag – qHTS Assay for Agonists of the Relaxin Receptor RXFP1. Potency, µM (series often up to 57.5 µM), for the others: at the top dose activation, most hits filed as activators. Relaxin receptor 1 (Homo sapiens), Q9HBX9. HEK293T-RXFP1 cAMP TR-FRET, 30 min; response scale: percent of porcine relaxin response, buffer zero. 370,000 compounds, 0.3% hits; also: potency is read from the fitted curve at half-maximal effect; % is scaled to controls: 0 for no effect and ±100 for the full control effect; nearly all actives have a fitted effect of over 60% in size; many of its hits are not listed in these tables
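HEK293T cells stably expressing RXFP1 were pretreated with the PDE4 inhibitor Ro 20174, exposed to compounds for 30 min at 37C, lysed, and cAMP was read by TR-FRET. Data normalized to buffer (basal) and 29 nM porcine relaxin (100%).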
D2 PAM – HTS Assay for Positive Allosteric Modulators of the Human D2 Dopamine Receptor: Primary Screen for Potentiators; D(2) dopamine receptor (Homo sapiens), P14416; HEK293 T-REx D2, calcium flux, EC20 dopamine potentiation; potentiation, % at 10 µM; 340,000 compounds, 0.34% hits; AID 485347, 2010;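 active = potentiation over 3 SD above the plate norm, cut at about 30% in these data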; also: 0% is about no effect
Target sequence (P14416 whole entry, looked up): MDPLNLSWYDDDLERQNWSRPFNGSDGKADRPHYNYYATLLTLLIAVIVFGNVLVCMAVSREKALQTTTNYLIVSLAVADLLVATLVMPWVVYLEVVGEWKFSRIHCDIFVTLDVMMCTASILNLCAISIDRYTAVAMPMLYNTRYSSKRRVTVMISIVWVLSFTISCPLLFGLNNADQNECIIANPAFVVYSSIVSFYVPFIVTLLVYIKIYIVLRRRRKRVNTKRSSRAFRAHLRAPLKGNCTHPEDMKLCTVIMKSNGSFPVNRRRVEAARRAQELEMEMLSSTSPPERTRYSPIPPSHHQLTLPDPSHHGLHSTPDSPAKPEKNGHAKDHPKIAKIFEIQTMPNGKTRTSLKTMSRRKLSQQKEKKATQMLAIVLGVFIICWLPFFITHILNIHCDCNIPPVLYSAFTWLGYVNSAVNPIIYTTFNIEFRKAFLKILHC
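Cells plated with tetracycline inducer and held overnight at 30 C; calcium dye loaded 30–90 min at room temperature; baseline taken, compound added and read 180 s; EC20 dopamine then added and read 180 s.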
GRP78 ERSR act – qHTS for Inducers of the Endoplasmic Reticulum Stress Response (ERSR) in Human Glioma: qHTS; U87-MG GRP78 promoter luciferase reporter, 16 h; Potency, µM, without a hit: top-dose activation, hits mostly activators; 420,000 compounds, 0.02% hits; also: potency is read from the fitted curve at half-maximal effect; series mostly up to about 76 µM; % of control where 0% means no effect; nearly all actives have a fitted effect of over 35% in size
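Stably transfected U87-MG glioma cells carrying a GRP78-based luciferase sensor; 16 h compound incubation. Luminescence end-point read 10 min after Bright-Glo addition at room temperature.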
Vif-APOBEC3G blk – qHTS for Inhibitors of Vif-A3G Interactions: qHTS | DNA dC->dU-editing enzyme APOBEC-3G (Homo sapiens), Q9HC16 | HeLa A3G-eYFP + Vif (tagged APOBEC3G with the HIV-1 protein that degrades it), YFP fluorescence, overnight | Potency, µM (titrated, usually from 46.1 µM), for inactives: at the top dose activity, negative = active, hits mostly inhibitors | 410,000 compounds, 0.076% hits;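 also: potency is read from the fitted curve at half-maximal effect; % is scaled to controls: 0 for no effect and ±100 for the full control effect; nearly all actives have a fitted effect of over 60% in size; hits raise eYFP signal because A3G escapes Vif-driven loss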
Target sequence (Q9HC16 whole entry, looked up): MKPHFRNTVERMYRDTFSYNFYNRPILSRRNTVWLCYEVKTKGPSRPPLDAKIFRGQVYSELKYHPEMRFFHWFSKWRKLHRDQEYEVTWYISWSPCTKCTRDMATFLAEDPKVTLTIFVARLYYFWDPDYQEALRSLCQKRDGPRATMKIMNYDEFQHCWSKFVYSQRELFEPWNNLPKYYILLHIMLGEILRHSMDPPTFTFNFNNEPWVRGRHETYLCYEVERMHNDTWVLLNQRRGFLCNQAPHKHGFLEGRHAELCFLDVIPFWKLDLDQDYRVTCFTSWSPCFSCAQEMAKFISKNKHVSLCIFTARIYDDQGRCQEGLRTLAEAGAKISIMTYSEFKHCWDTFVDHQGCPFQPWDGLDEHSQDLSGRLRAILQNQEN
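Read-out is eYFP fluorescence (Ex 488/Em 500-530) from Vif-expressing HeLa A3G-eYFP cells; more signal means A3G escaped Vif-mediated degradation. Cells plated overnight, compound pinned in, incubated overnight at 37 deg C.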
D1 agonist – Allosteric Agonists of the Human D1 Dopamine Receptor: qHTS | D(1A) dopamine receptor (Homo sapiens), P21728 | HEK293 T-REx D1 cells, calcium flux, agonist mode | activation, % at 2 µM | 360,000 compounds, 1% hits; in the data active = activation above about 30%; also: 0% is about no effect
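Inducible HEK293 T-REx D1 cells, force-coupled to calcium signalling, were plated at 4000 cells/well with tetracycline and held overnight at 30 C. After no-wash calcium dye loading, compound-evoked calcium rise over 180 s flagged agonists.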
D1 antag – Antagonist of Human D 1 Dopamine Receptor: qHTS; activity change, negative = inhibition, % at 10 µM; AID 504652, 2011; HEK293 TREx D1 cells, calcium flux, dopamine EC80; active compounds read low; 360,000 compounds, 3.2% hits; D(1A) dopamine receptor (Homo sapiens), P21728; in the data active = activity change below about -30%; also: % is scaled to controls: 0 for no effect and ±100 for the full control effect
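HEK293 T-REx cells expressing inducible, force-coupled D1 receptor; no-wash Ca dye, 30–90 min RT. Cmpd → 180 s read at 1 Hz → EC80 DA → 180 s read.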
RXFP1 antag – qHTS Assay for Antagonists of the Relaxin Receptor RXFP1; HEK293-RXFP1, relaxin-stimulated cAMP HTRF, 30 min; active compounds read low; 350,000 compounds, 0.59% hits; activity change, negative = inhibition, % at 57.5 µM;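 active = activity change of -60% or lower, but not beyond a set lower limit; inconclusive = change between -60% and -40%, or beyond the set limit; inactive = change above -40%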; also: % is scaled to controls: 0 for no effect and ±100 for the full control effect
Numbers without * were called inactive; ? = inconclusive; nt = not tested or not shown. Unless noted, calls follow the shape of the dose curve; as a rule, active = well fitted curve in the direction sought with a large enough effect; inconclusive = small, poorly fitted or top-dose-only effect, or another doubt; inactive = no such curve, though single readings can be large; an effect the other way counts as inactive or inconclusive.

SMILES | D1 potentiator | Vif-APOBEC3F blk | RXFP1 ag | D2 PAM | GRP78 ERSR act | Vif-APOBEC3G blk | D1 agonist | D1 antag | RXFP1 antag
CCn1nc(C)c(/C=N/NC(=O)c2nc3nc(C)cc(C)n3n2)c1C | 1.8 | -7.4% | 0.1% | -6.6 | 2.5% | -1.3% | 0.5 | -11.9 | 0.8
O=C(CSCc1cc(=O)n2ccsc2n1)Nc1ccccc1 | 4.3 | -5.3% | 3.2% | 1.0 | 4.5% | 0.0% | 0.0 | 0.2 | -7.3
COc1ccc(Cl)cc1NC(=O)COC(=O)c1c(-c2ccccc2)noc1C | -2.5 | 9.3% | 0.1% | 10.4 | -0.9% | -4.5% | 2.7 | -14.0 | -8.9
Cc1cc(C)c2nc(NC(=O)C3CCCO3)sc2c1 (stereo not given) | 0.3 | -1.4% | 1.9% | -0.7 | -1.8% | -6.1% | 0.8 | -5.2 | -32.8
O=C(CSc1ncnc2c1oc1ccccc12)Nc1ccc2c(c1)OCCO2 | nt | 6.0% | nt | nt | -0.1% | 1.1% | nt | nt | 58.5
COc1ccccc1NC(=O)C1=C(C)Nc2nnnn2C1c1ccccn1 (stereo not given) | -6.0 | -2.7% | 0.0% | -1.6 | -3.2% | 0.4% | 3.2 | -2.2 | 2.2
COc1ccc(CC(=O)N2CCN(C(=O)Cc3ccc(OC)c(OC)c3)CC2)cc1OC | nt | -3.5% | nt | nt | -2.3% | -3.6% | nt | nt | 2.5
COCCn1c(=O)[nH]c2cc(C(=O)Nc3cc(C)cc(C)c3)ccc2c1=O | -5.1 | 2.3% | 2.4% | -1.0 | -3.3% | -5.2% | 0.5 | -2.8 | 1.1
O=c1[nH]c(N2CCOCC2)nc2ncn(Cc3ccccc3)c12 | 2.9 | 0.1% | -0.4% | -0.8 | -5.2% | 2.8% | 2.2 | -15.9 | -4.7
Cc1ccc(C(=O)OCC(=O)Nc2ccc3c(c2)OCCO3)cc1C | 3.9 | -1.6% | 0.2% | -10.7 | -5.8% | -1.2% | 1.9 | 7.2 | 0.1
CS(=O)(=O)N1N=C(c2cccs2)CC1c1ccc(F)cc1 (stereo not given) | -0.5 | -29.6% | -4.0% | 19.3 | 9.3% | 3.0% | 1.6 | -7.2 | 6.2
CCOc1ccc(S(=O)(=O)N2CCCCC2)c2ccccc12 | 6.3 | 0.4% | 1.5% | -3.5 | -6.3% | 0.0% | 4.9 | 1.1 | 4.1
CCOC(=O)NC(NCc1cccc(C(F)(F)F)c1)(C(F)(F)F)C(F)(F)F | 2.9 | -10.2% | -0.2% | -4.6 | -1.7% | 1.9% | 6.4 | 9.9 | 3.3
COc1ccccc1NC(=O)/C(=C/c1cccc([N+](=O)[O-])c1)c1ccccc1 | 0.9 | -3.4% | 0.6% | -0.9 | -5.4% | -4.3% | 6.1 | -12.6 | -6.6
CC(=O)c1c(C)oc2ccc(N(C(=O)c3ccncc3)S(=O)(=O)c3ccc(F)cc3C)cc12 | -5.1 | -6.3% | 0.1% | 5.2 | -4.0% | -0.5% | 11.7 | 0.3 | -13.6
COc1ccc(O)c(C(=O)c2cc(C#N)c(=O)n(Cc3ccccc3)c2)c1 | -4.4 | -7.1% | 0.8% | 3.9 | 0.2% | -0.7% | 3.6 | -0.2 | -24.6
CS(=O)(=O)NNC(=O)c1cc2cc3ccccc3nc2s1 | 5.2 | ? | ? | -0.1 | 3.7% | 5.7% | 1.5 | 5.2 | 3.0
CCc1ccc(NC(=O)Cn2nc(C)c([N+](=O)[O-])c2C)cc1 | -8.6 | 1.8% | -0.7% | -5.6 | -5.5% | 4.6% | 6.6 | -20.8 | -0.9
N#Cc1ccc(OC(=O)c2cc(-c3ccc4c(c3)OCCO4)on2)cc1 | 0.5 | 0.6% | 7.5% | 9.0 | -2.9% | 3.0% | 33.4* | -8.2 | -3.8
NC(=O)CSc1nc2sc3c(c2c2ncnn12)CCCC3 | -2.8 | 5.5% | 7.8% | 0.2 | -4.0% | 0.0% | 0.2 | -2.1 | -0.2
CNc1c(NS(=O)(=O)c2ccc(CC(C)C)cc2)c(=O)oc2ccccc12 | -6.2 | -7.0% | 4.5% | 3.5 | -2.6% | 2.4% | 2.8 | 18.6 | 3.3
O=C(C1=C(O)C(=O)N(c2ccccc2)C1c1ccc([N+](=O)[O-])cc1)c1cccs1 (stereo not given) | -0.1 | 2.7% | 2.3% | 4.6 | 2.4% | 2.0% | 4.7 | -0.3 | -14.8
Cc1ccc(C)c(NS(=O)(=O)c2cc(C(=O)NCC3CCCO3)ccc2C)c1 (stereo not given) | -4.2 | -29.3% | -0.8% | 2.7 | -4.3% | 0.9% | 1.5 | 7.4 | -11.2
CCSc1nnc(NC(=O)Nc2cccc(C)c2)s1 | -0.1 | 3.9% | -1.1% | 6.6 | 2.9% | -4.4% | 18.0 | -10.1 | -12.7
O=C(O)c1cc(N/N=C/c2ccc(-c3ccc(F)cc3)o2)ccc1Cl | 0.8 | -5.9% | -0.6% | -4.1 | 9.6% | -1.2% | 3.2 | 0.9 | -3.8

An excerpt from above with just RXFP1 ag and RXFP1 antag:
SMILES | RXFP1 ag | RXFP1 antag
COc1ccccc1NC(=O)C1=C(C)Nc2nnnn2C1c1ccccn1 (stereo not given) | 0.0% | 2.2
CS(=O)(=O)NNC(=O)c1cc2cc3ccccc3nc2s1 | ? | 3.0
CCn1nc(C)c(/C=N/NC(=O)c2nc3nc(C)cc(C)n3n2)c1C | 0.1% | 0.8

(list continues)
SMILES | D1 potentiator | Vif-APOBEC3F blk | RXFP1 ag | D2 PAM | GRP78 ERSR act | Vif-APOBEC3G blk | D1 agonist | D1 antag | RXFP1 antag
COCCn1nnnc1C(C(C)C)N1CCCC(C)C1 (stereo not given) | -5.8 | -5.2% | -1.1% | 13.0 | -1.4% | 1.2% | -0.4 | 8.7 | -0.7
CCN(CC(=O)NCc1cccs1)S(=O)(=O)c1ccc(NC(C)=O)cc1 | -4.1 | 10.2% | 2.5% | 1.4 | 1.3% | 3.2% | 2.7 | -13.0 | 2.8
CCOc1cc(S(=O)(=O)n2ccc(C)n2)ccc1Br | -5.6 | 4.9% | 1.2% | 0.4 | -1.8% | -1.6% | 7.6 | -36.9* | -1.7
CCC(=O)N/N=C/c1ccc(OS(=O)(=O)c2ccccc2)cc1 | -2.9 | -15.9% | -0.2% | 0.8 | -2.2% | -8.2% | 4.5 | -11.5 | -4.7
Cc1ccc2nc(SC(C)C(=O)N3CCOCC3)[nH]c2c1 (stereo not given) | -1.0 | 1.5% | 3.4% | -5.0 | -9.3% | 0.3% | -0.4 | 5.1 | -10.7
Cc1sc(-c2ccccn2)nc1OC(=O)c1ccc(F)cc1F | -2.6 | -11.8% | 1.6% | 7.2 | 0.9% | 2.9% | 1.5 | 2.0 | ?
O=C(c1ccccc1F)n1c2c(c3ccccc31)CCCC2 | 4.5 | -17.8% | 4.2% | 6.2 | -2.2% | ? | 0.0 | 10.2 | ?
COc1ccc(S(=O)(=O)N2CCCc3ccccc32)cc1[N+](=O)[O-] | -8.4 | 1.8% | -3.0% | -4.6 | 1.2% | ? | 6.7 | -13.3 | 11.3
Cc1ccc(N2CC(C(=O)NCCCn3ccnc3)CC2=O)cc1 (stereo not given) | 9.3 | -1.0% | 0.5% | -10.0 | 2.2% | 3.7% | 2.7 | 0.3 | 4.3
Cn1cnnc1SCC(=O)Nc1sc2c(c1C#N)CCCCC2 | -2.0 | -1.0% | 0.2% | 5.2 | -1.4% | 0.1% | 0.1 | -1.8 | 8.3
O=C(OCc1nc2ccc(Cl)cc2n1CCO)c1ccc2c(c1)OCO2 | nt | -3.8% | -0.5% | nt | -4.1% | -1.7% | nt | nt | 7.4
COC(=O)c1c(NC(=O)Cc2cccs2)sc(C(=O)NC2CCCCC2)c1C | nt | 0.8% | nt | nt | 3.7% | 3.3% | nt | nt | -0.9
O=C(NCCCn1ccnc1)c1ccc(COc2ccccc2)o1 | -1.9 | 2.8% | 2.9% | 1.7 | -1.6% | -1.2% | 8.6 | 5.9 | 3.7
Cc1ccc(SCc2noc(C(=O)NC(C)C)c2C(=O)O)cc1C | -4.8 | -11.2% | 0.4% | -10.1 | 1.4% | -8.3% | -1.3 | 2.4 | nt
COCCn1nnnc1C(c1ccc(OC)cc1)N1CCN(c2ccccc2F)CC1 (stereo not given) | -0.3 | -3.5% | 0.9% | -4.8 | 2.3% | -0.1% | 0.4 | -16.1 | 3.0
Cc1ccnc2nc(C(=O)OCC(=O)c3ccccc3)nn12 | nt | 4.6% | nt | nt | 1.1% | 1.5% | nt | nt | -9.6
CC1(C)Cc2c(C#N)c(NCCc3ccccc3)nc(-c3ccco3)c2CO1 | -3.1 | ? | 3.0% | -5.1 | -0.6% | -8.2% | 1.5 | -3.1 | -19.0
O=C(O)c1ccc2c(c1)S(=O)(=O)c1cc(N3CCN(c4cnccn4)CC3)ccc1C2=O | nt | 4.7% | nt | nt | -0.6% | -2.3% | nt | nt | -8.4
Cc1ccccc1CC1S/C(=N/N=C/c2ccco2)NC1=O (stereo not given) | 2.5 | nt | ? | 2.8 | nt | nt | 3.6 | -0.6 | nt
CCc1c(C)nc2nncn2c1NCc1ccccc1 | -0.3 | 4.0% | 7.0% | 5.0 | -2.5% | 5.7% | 2.7 | -22.3 | nt
Cc1cc(C)c2c(=O)n(CC(=O)N3CCC(N4CCCCC4)CC3)sc2n1 | -1.2 | ? | 3.3% | -1.3 | -0.9% | -2.0% | 2.1 | 5.4 | 14.6

An excerpt. The share of hits here may be higher or lower than overall.
